M. tuberculosis GlmU: inhibition of mycobacterial GlmU enzyme – biochemical, glucosamine-1-phosphate acetyltransferase (AID 1376) | Bifunctional protein GlmU (Mycobacterium tuberculosis (strain ATCC 25618 / H37Rv)) | M. tuberculosis GlmU acetyltransferase enzyme assay; higher % means a stronger effect | inhibition, %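 (tested at 30 µM in the primary screen)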; hits with a dose series show IC50 in µM | actives 0.25% (n = 220,000); in the data active = inhibition above about 13%; inconclusive = no clear call, values can overlap the other calls;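 also: 0% = complete reaction with vehicle and 100% = reaction without substrate; strong numbers were not always called active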
RmlCD inh 1536: M. tuberculosis RmlC/RmlD coupled enzyme inhibitors, primary screen, biochemical, compound mixtures, 384-well, from 1536-well plates; RmlC+RmlD coupled enzyme assay, percent inhibition; primary screen in compound mixtures; inhibition, % at 3.6 µM; AID 1533, 2009; dTDP-4-dehydrorhamnose reductase (Mycobacterium tuberculosis (strain ATCC 25618 / H37Rv)) …; actives 0.03% (n = 160,000); in the data active = inhibition mostly above about 34%, no sharp cut-off; inconclusive = no clear call, values can overlap the other calls; inactive = mostly below about 22%; also: some results filed as inactive read as strong as hits
Target sequence (P9WH09 whole entry, looked up): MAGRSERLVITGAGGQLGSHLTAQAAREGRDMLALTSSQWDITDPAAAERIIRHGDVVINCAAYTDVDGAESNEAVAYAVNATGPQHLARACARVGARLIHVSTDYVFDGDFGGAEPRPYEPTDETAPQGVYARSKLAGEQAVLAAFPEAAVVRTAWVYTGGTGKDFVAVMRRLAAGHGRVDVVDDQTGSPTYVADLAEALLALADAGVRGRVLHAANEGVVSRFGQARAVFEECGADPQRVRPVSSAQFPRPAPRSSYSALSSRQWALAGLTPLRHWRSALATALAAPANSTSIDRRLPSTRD
Target sequence (P9WH11 whole entry, looked up): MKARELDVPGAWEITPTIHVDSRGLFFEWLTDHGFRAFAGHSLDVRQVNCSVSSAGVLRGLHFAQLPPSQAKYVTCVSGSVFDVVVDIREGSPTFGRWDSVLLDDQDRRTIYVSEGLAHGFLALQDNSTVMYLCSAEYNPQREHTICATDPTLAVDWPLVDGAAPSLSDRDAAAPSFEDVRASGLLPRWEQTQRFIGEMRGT
* = called active by the depositor; u = inconclusive; x = no result given. Some of the compounds tested; the hit share may differ from the screen's.

| SMILES | M. tuberculosis GlmU | RmlCD inh 1536 |
| --- | --- | --- |
| S=c1nc(C23CC4CC(CC(C4)C2)C3)nc2sccn12 | 31% | 19 |
| CCOC(=O)CSc1ccc2nnc(-c3cccnc3)n2n1 | -2.6% | 2 |
| COc1ccc(NC(=O)c2ccc(Cl)nc2)cc1S(=O)(=O)N1CCCCC1 | -5.8% | 6 |
| O=C(O)/C=C/C(=O)Nc1ccc2nccnc2c1 | 0.8% | x |
| COc1cc(NC(=O)CSc2nccc(=O)[nH]2)c(C)cc1[N+](=O)[O-] | -3.4% | 2 |
| COc1ccc2c(c1)C1=C(CC2)C(c2ccc(C)cc2)NC(=S)N1 (stereo not given) | 6.2% | 5 |
| COc1cc(C2C(C#N)=C(N)N(c3cccnc3)C3=C2C(=O)CCC3)ccc1O (stereo not given) | 4.5% | -7 |
| CC1CCN(S(=O)(=O)c2ccc(C(=O)Nc3nnc(-c4ccccn4)o3)cc2)CC1 | -2.5% | 1 |
| CCOC(=O)c1cccc(NC(=O)CCS(=O)(=O)c2ccc(Br)s2)c1 | 3.8% | 8 |
| O=C(c1ccccc1)[C@@H]1[C@@H](C(=O)c2ccc(F)cc2)[C@@]2(C(=O)Nc3ccccc32)[C@H]2c3ccccc3C=CN12 | -3.2% | -1 |
| CC(C)c1ccc(NC(=O)COC(=O)C2=COCCO2)cc1 | -4.2% | x |
| COC(=O)c1oc(-c2ccccc2)nc1C | -1.9% | 3 |
| COc1ccc(C2C(C#N)=C(SCC(=O)Nc3ccc(C)cc3)NC3=C2C(=O)CC(C)(C)C3)cc1 (stereo not given) | -3.0% | 1 |
| NS(=O)(=O)c1ccc(CCNC(=O)CNS(=O)(=O)c2cccc(Br)c2)cc1 | 0.2% | 2 |
| Cc1nn(-c2ccccc2)c2sc(C(=O)NNC(=O)COc3cccc4ccccc34)cc12 | 1.1% | 9 |
| O=S(=O)(N/N=C\c1ccc2c(c1)OCO2)c1ccc(Cl)cc1 | -2.4% | x |
| Cc1ccc(NS(=O)(=O)c2cc(NC(=O)c3ccc4c(c3)NC(=O)CS4)ccc2Cl)c(C)c1 | 3.6% | x |
| Cc1ccc(S(=O)(=O)c2c(C)nn(-c3ccccc3)c2OC(=O)c2ccco2)cc1 | 4.9% | -3 |
| O=C(Nc1ccccc1F)c1ccc(COc2ccc(Cl)cc2Cl)o1 | -2.8% | x |
| CC(C)[C@H](NC(=O)c1ccccc1Cl)C(=O)OCc1cc([N+](=O)[O-])cc2c1OCOC2 | -5.5% | -5 |
| Brc1ccc(-n2cccc2/C=N/n2cnnc2)cc1 | 0.9% | -14 |
| c1ccc(C(c2c[nH]c3ccccc23)c2c[nH]c3ccccc23)nc1 | -3.0% | -16 |
| CSc1nc(N)c(C(=O)NC2CCCCC2)s1 | 1.3% | -12 |
| COc1cccc(NC(=O)C2C3C=CC4(O3)C2C(=O)N(C(C)C)C4C(=O)NC2CCCCC2C)c1 (stereo not given) | -0.4% | 7 |
| CCOC(=O)C1=C(C)NC(C)=C(C(=O)OCC)C1C(=O)OCC(=O)N1c2ccccc2CC1C (stereo not given) | -6.9% | 12 |
| Cc1cc(C)nc(SCC(=O)Nc2ncccn2)n1 | -5.9% | -10 |
| CCOc1cccc(C(=O)NC(=S)Nc2cccnc2)c1 | 10% | x |
| Cc1ccc(NC(=O)C2(c3cccs3)CCOCC2)cc1C | -0.9% | x |
| CC1CN(C(=O)/C=C/c2ccccc2[N+](=O)[O-])CC(C)O1 (stereo not given) | 2.0% | x |
| COCCNC(=O)/C(C#N)=C/c1c(F)cccc1Cl | 2.4% | -8 |
| O=C(CNS(=O)(=O)c1ccc(F)c(Cl)c1)N1CCCCCC1 | -7.0% | 9 |
| COc1ccc(CCNC(=O)CC(c2ccccc2)c2cccc(C)c2O)cc1OC (stereo not given) | -3.4% | x |
| Cc1cccc(NC(=S)N(CCCN2CCOCC2)C(C)c2cc3ccccc3o2)c1 (stereo not given) | 4.5% | 0 |
| CCOC(=O)CSc1nnc(CNc2ccccc2Cl)n1-c1ccccc1 | -6.7% | -12 |
| CCOC(=O)c1ccc[n+](CC(=O)c2ccccc2)c1 | 0.8% | 5 |
| COc1cccc(CNC(=O)c2ccc3nc[nH]c3c2)c1 | -5.4% | 5 |
| O=C(NC1CCCCC1)C(c1ccncc1)N(Cc1ccccc1)C(=O)c1ccc(-c2ccccc2)[nH]1 (stereo not given) | x | -6 |
| CSCC[C@@H](Nc1nc(-c2ccccc2)nc2c1oc1ccccc12)C(=O)O | 7.3% | -9 |
| OC(COc1ccc(Br)cc1)CN1CCOCC1 (stereo not given) | -1.6% | 1 |
| CCn1c(SCC(=O)Nc2cccnc2Cl)nnc1-c1ccccc1 | -5.4% | x |
| S=c1[nH]nc(-c2cc(-c3ccco3)[nH]n2)n1-c1cccc2ccccc12 | 0.6% | -10 |
| CCOC(=O)C1CCN(c2ncnc3c2nnn3Cc2ccccc2Cl)CC1 | 1.8% | -9 |
| CSc1ccc(/C=N/NC(=O)c2ccc(C)c(C)c2)cc1 | 1.9% | -5 |
| COc1ccc(N2CCN(C(=O)Nc3cccc(C(F)(F)F)c3)CC2)cc1 | 5.5% | 13 |
| CCOC(=O)c1ccc(NCCOC)c([N+](=O)[O-])c1 | -0.7% | -5 |
| CCOc1ccccc1N1CCN(C(=O)c2ccccc2)CC1 | -0.6% | 6 |
| Cc1cc([N+](=O)[O-])c(N2CCC[C@@H]2C(=O)O)c([N+](=O)[O-])c1 | 2.6% | x |
| CCOC(=O)c1ccc(NC(=O)COc2ccc(S(=O)(=O)N3CCCC3)cc2)cc1 | -6.7% | -2 |
| CC(C(=O)c1ccccc1)[n+]1cccc(C(N)=O)c1 (stereo not given) | -0.2% | -8 |
| CCN(CC)S(=O)(=O)c1ccc2c(c1)c(=O)c(C(=O)NCc1ccc3c(c1)OCO3)cn2C | 4.9% | 1 |

The listing continues:
| SMILES | M. tuberculosis GlmU | RmlCD inh 1536 |
| --- | --- | --- |
| O=C(CSc1nnc(-c2cnccn2)n1Cc1ccco1)c1ccc2ccccc2c1 | x | 11 |
| CC(=O)NC1(C(F)(F)F)C(=O)Nc2c1c(=O)[nH]c(=O)n2Cc1ccco1 (stereo not given) | -2.1% | 3 |
| O=C(NCc1cccnc1)/C(=C\c1ccc(-c2cccc(Cl)c2)o1)S(=O)(=O)c1ccccc1 | 3.5% | x |
| COc1ccc(-n2nc([N+](=O)[O-])c(=NCCc3ccc(OC)c(OC)c3)n2O)cc1 | 3.9% | -4 |
| CCn1cnc2cc(NC(=O)c3cccs3)ccc21 | -0.5% | -10 |
| S=c1[nH]nc(-c2cccc(Br)c2)o1 | 8.8% | -3 |
| Cc1ccc2nc(SCC(=O)Nc3cc(C(F)(F)F)ccc3N3CCOCC3)[nH]c2c1 | 1.2% | u |
| O=C(Cn1nnc(-c2ccccc2-n2cnnn2)n1)NCc1ccccc1 | -7.2% | x |
| CN(C)C(CNC(=O)c1cccc(OC(F)F)c1)c1ccco1 (stereo not given) | -2.1% | -12 |
| COc1ccc(S(=O)(=O)N(C(C)=O)c2ccc(OC(C)=O)c3ccccc23)cc1[N+](=O)[O-] | -3.5% | -8 |
| COc1ccc(-c2noc(CCC(=O)NCC3CCN(Cc4cccc(C)c4)CC3)n2)cc1 | 5.2% | x |
| CC(=O)N1CN2CN(C(C)=O)CC(C(=O)c3ccccc3)(C2)C1 | 6.7% | -1 |
| COc1ccc2cc(CN(CC3CCCO3)C(=O)Nc3ccccc3OC)c(=O)[nH]c2c1 (stereo not given) | -3.1% | 2 |
| COc1cccc(NC(=S)N2CCN(C/C=C/c3ccccc3)CC2)c1 | -1.5% | -5 |
| Nc1ncnc(Nc2ccccc2C(F)(F)F)n1 | 0.8% | 9 |
| Cc1cc(N2CCOCC2)ccc1/C=C\[N+](=O)[O-] | 0.0% | 13 |
| O=C(NCc1ccco1)C1CCN(c2ccc(S(=O)(=O)N3CCOCC3)cc2[N+](=O)[O-])CC1 | -3.2% | 7 |
| N#CCC(=O)Nc1ccc(C(=O)OCC(=O)c2ccc3c(c2)OCCO3)cc1 | -1.4% | x |
| Cc1cc(=O)n2[nH]c(C)c(-c3ccccc3)c2n1 | 0.3% | 10 |
| Cc1ccc(NC(NC(=O)c2cccs2)C(Cl)(Cl)Cl)cc1C (stereo not given) | -2.5% | x |
| CC(=O)c1ccc(OCC(O)CN(C)Cc2cccs2)cc1 (stereo not given) | -4.1% | x |
| CC(=O)Nc1cccc(Nc2nc(-c3ccccc3F)nc3ccccc23)c1 | -3.1% | -8 |
| CCOC(=O)c1c(NC(=O)CN2CCC(C)CC2)sc(C)c1C | -4.5% | 2 |
| COCCCNC(=O)Cn1cc(C(=O)C2CC2)c2ccccc21 | 2.0% | 0 |
| Cc1ccc(/C=c2\sc3nc(-c4cccs4)nn3c2=O)o1 | 11% | -26 |
| O=C(N/N=C1\CC(c2ccccc2)Oc2ccccc21)c1ccccn1 (stereo not given) | -3.3% | x |
| N#Cc1ccc2c(c1)NC(=O)C1CCCN21 (stereo not given) | -2.7% | x |
| Cc1cc(C)c(C)c(S(=O)(=O)N2CCN(CC(=O)NC(=O)NCc3ccccc3)CC2)c1C | -10% | -4 |
| CCC(=O)c1ccc(N2CCN(C(=O)c3ccccc3Br)CC2)c(F)c1 | 0.2% | 7 |
| Cc1ccc(-c2nc3cnccn3c2Nc2c(C)cccc2C)o1 | 9.5% | -4 |
| CCc1nc(NC(C)C)c2oc3ccccc3c2n1 | -0.8% | 2 |
| CN(Cc1nc2c(s1)CCCC2)C(=O)CCc1nnc(-c2ccccc2)o1 | 2.1% | x |
| CCCCC(=O)NC(c1ccccc1Cl)c1c(O)ccc2ccccc12 (stereo not given) | 0.2% | 12 |
| O=C(O)CC(NC(=O)Cc1ccccc1)c1cc([N+](=O)[O-])ccc1Cl (stereo not given) | -2.3% | 8 |
| CCCCCCOC(=O)C1=C(C)NC(=O)NC1c1ccc(O)cc1 (stereo not given) | 0.4% | x |
| Cc1ccc(Cn2c(=O)c3c(nc4n3CCN4Cc3ccco3)n(C)c2=O)cc1 | 11% | x |
| CCOc1cc(CNc2ccccc2)cc(Br)c1OCc1ccc(F)cc1 | 4.7% | x |
| Cn1c(=O)n(C)c2cc(S(=O)(=O)NCCc3ccccc3)ccc21 | 2.9% | x |
| S=c1[nH]nc(Cc2cccc3ccccc23)n1-c1ccccc1 | 8.2% | x |
| N#CC1(c2ccccc2)CCCN1C(=O)c1ccccc1Br (stereo not given) | -1.8% | -7 |
| Cc1ccccc1OCc1nc2ccccc2c(=O)n1/N=C/c1cccc([N+](=O)[O-])c1 | -3.3% | 37 |
| Cc1ccc(/C=C2\CCC(C3CCCC3)C2=O)cc1 (stereo not given) | 7.5% | 1 |
| O=C(NCc1ccco1)c1cc2n(n1)C(C(F)(F)F)CC(c1ccc(F)cc1)N2 (stereo not given) | -4.6% | 7 |
| COc1ccc(OC)c(C2CC(c3ccc(NS(C)(=O)=O)cc3)=NN2C(=O)c2ccccc2)c1 (stereo not given) | -1.2% | 7 |
| O/N=C(\COc1ccccc1O)c1ccccc1 | -4.4% | 10 |
| COc1ccc(-c2c([C@H]3[C@H]4C=CC[C@@H](C)[C@@H]4C(=O)N3Cc3ccccc3)ccc3ccccc23)cc1 | 5.0% | x |
| O=C(Nc1cccc(Cl)c1)c1cc(N=Nc2ccc([N+](=O)[O-])cc2Cl)ccc1O | 1.8% | -6 |
| Cc1cc(C)n2nc(SCC(=O)c3cc(C)n(CC4CCCO4)c3C)nc2n1 (stereo not given) | -0.8% | -11 |
| CCc1cc2ccc(OC)cc2nc1SCC(=O)NNC(=O)c1ccco1 | 6.6% | x |
| O=C(NNc1cc(Cl)ccc1Cl)c1c(F)cccc1Cl | -6.6% | -2 |

Carrying on:
| SMILES | M. tuberculosis GlmU | RmlCD inh 1536 |
| --- | --- | --- |
| COc1ccc(N2CCN(CC(=O)N3N=CCC3c3ccccc3)CC2)cc1 (stereo not given) | 2.5% | 3 |
| Cc1onc(-c2c(F)cccc2Cl)c1C(=O)NNC(=O)C1CCN(Cc2cccc(F)c2)CC1 | 5.0% | -11 |
| O=C(N1CCOCC1)N1CCN(C(c2ccccc2)c2ccccc2)CC1 | -0.2% | x |
| CS(=O)(=O)N1N=C(c2cccs2)CC1c1ccccc1 (stereo not given) | 0.7% | x |
| CCCOc1ccc(C2C(C(=O)/C=C/c3ccco3)=C(O)C(=O)N2CCN2CCOCC2)cc1OC (stereo not given) | -3.8% | 8 |
| CC(C)C(NC(=O)c1ccco1)C(=O)NCC(c1ccco1)N1CCCCC1 (stereo not given) | x | -8 |

Screens deposited in PubChem by several laboratories.
